APOBEC3G inh: APOBEC3G DNA deaminase inhibitors, primary screen, biochemical, fluorescence, single-stranded DNA substrate, uHTS; AID 493012, 2011; hit rate 0.28% among 330,000; recombinant A3G, ssDNA deamination FAM/TAMRA fluorescence; inhibition, % at 20 µM;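 active means inhibition of at least 40% at 20 µM, with no more than 30% in the related APOBEC3A deaminase screen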;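 further: plate controls were DMSO wells with A3G for no effect and wells lacking A3G enzyme for full effect; some compounds called inactive have numbers as strong as hits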
Target sequence (Q9HC16 whole entry, looked up): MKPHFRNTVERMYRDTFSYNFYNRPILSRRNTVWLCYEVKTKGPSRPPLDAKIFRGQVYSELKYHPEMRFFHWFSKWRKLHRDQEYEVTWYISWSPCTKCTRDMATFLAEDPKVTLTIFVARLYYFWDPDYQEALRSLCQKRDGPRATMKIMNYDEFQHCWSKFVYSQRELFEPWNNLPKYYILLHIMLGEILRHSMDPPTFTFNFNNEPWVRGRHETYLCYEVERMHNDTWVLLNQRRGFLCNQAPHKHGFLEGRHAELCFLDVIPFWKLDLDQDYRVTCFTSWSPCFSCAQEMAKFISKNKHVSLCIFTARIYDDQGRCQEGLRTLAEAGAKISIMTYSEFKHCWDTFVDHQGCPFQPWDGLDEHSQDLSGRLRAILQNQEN
MIN6 prolif: inducers of MIN6 beta-cell proliferation, primary screen, ATP luminescence, uHTS | proliferation, % at 10 µM | MIN6 cells proliferation, ATPlite luminescence, 48 h; cells starved in 0.2% serum; 100% = growth in 10% serum | hit rate 0.29% among 330,000 | AID 2380, 2010;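 active means compounds whose signal lies at least 3.5 SD above the mean of all wells on their plate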;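 further: 0% = DMSO-treated cells in low-serum medium and 100% = 10% serum control; some compounds called inactive have numbers as strong as hits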
mIAP act: activators of mouse IAP, primary screen, biochemical, luminescence, uHTS; intestinal alkaline phosphatase [Mus musculus]; muIAP, CDP-Star luminescence, 30 min; active compounds read high; 1 = vehicle-only enzyme signal, 0 = enzyme-free wells; activation factor at 10 µM; hit rate 0.24% among 330,000; AID 2805, 2010;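 active means activation factor of at least 2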; further: the source names both 10 and 20 µM as test concentration; values of inactives mirror those of a sister screen read the other way
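System: mouse IAP enzyme. Reagent: CDP-Star chemiluminescent phosphatase substrate. Benchmarks: DMSO wells, no-enzyme wells. Times: 30 min enzyme-substrate-compound incubation at room temperature. Detection: luminescence from enzymatic CDP-Star hydrolysis. Doses: test compounds delivered from DMSO solution.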
SENP1 FRET inh: human SENP1 catalytic domain inhibitors, primary screen, biochemical, FRET, uHTS; recombinant SENP1 catalytic domain, CyPet-SUMO1-YPet FRET cleavage; inhibition, % at 10 µM; hit rate 0.21% among 360,000;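 active means inhibition at least 30% at 10 µM, raw YFP signal under a set limit, fluorescence ratio 0.5 to 1.5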;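 further: 0% = enzyme with DMSO and 100% = no enzyme wells; some results filed as inactive read as strong as hits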
Target sequence (Q9P0U3 419-644 limits assumed): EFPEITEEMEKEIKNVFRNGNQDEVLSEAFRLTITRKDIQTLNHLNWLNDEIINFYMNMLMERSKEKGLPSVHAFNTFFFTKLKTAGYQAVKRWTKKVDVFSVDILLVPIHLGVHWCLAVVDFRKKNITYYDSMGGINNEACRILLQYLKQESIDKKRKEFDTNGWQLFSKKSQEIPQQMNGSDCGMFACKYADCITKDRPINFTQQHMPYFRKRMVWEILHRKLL
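System: Recombinant human SENP1 catalytic domain, His6-tagged | Incubation: Enzyme reaction for 50 min at room temperature, dark | Medium: Tris pH 8 with BME, BSA, NP40 and catalase | Also added: 25 nM SUMO1 FRET substrate | Compound: 10 µM single point, 0.5% DMSO | Measured by: FRET fluorescence in CFP and YFP emission channels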
mIAP inh: inhibitors of mouse IAP, primary screen, biochemical, luminescence, uHTS; intestinal alkaline phosphatase [Mus musculus]; purified mouse IAP, CDP-Star luminescence, 30 min; inhibition, % at 10 µM; hit rate 0.2% among 330,000;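 active means inhibition of at least 40% at 10 µM in the primary screen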;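 further: plate controls were DMSO with enzyme for no effect and no enzyme wells for full effect; values of inactives mirror those of a sister screen read the other way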
APOBEC3A inh: APOBEC3A ssDNA deaminase inhibitors, primary screen, selectivity assay for APOBEC3G inhibitor project, biochemical, FAM/TAMRA oligo cleavage fluorescence; DNA dC->dU-editing enzyme APOBEC-3A (Homo sapiens), P31941; recombinant A3A, FAM/TAMRA ssDNA deamination fluorescence; inhibition, % at 20 µM; hit rate 0.41% among 330,000; AID 493011, 2011;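 active means at least 40% inhibition at 20 µM here, with at most 30% in a related deaminase screen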;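 further: plate controls were A3A with DMSO for no effect and wells lacking A3A enzyme for full effect; some results filed as inactive read as strong as hits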
Target sequence (P31941 whole entry, looked up): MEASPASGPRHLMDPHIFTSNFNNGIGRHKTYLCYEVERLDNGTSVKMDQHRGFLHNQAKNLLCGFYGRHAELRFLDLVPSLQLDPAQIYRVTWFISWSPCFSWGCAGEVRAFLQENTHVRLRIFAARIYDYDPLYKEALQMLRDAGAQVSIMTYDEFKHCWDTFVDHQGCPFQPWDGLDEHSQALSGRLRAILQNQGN
NALP3 yeast inh: NALP3 inflammasome inhibitors in reconstituted yeast, primary screen, luminescence, uHTS; Yeast reconstituted NLRP3/ASC/caspase-1, beta-gal luminescence, 24 h; inhibition, % at 10 µM; hit rate 0.39% among 330,000; AID 2825, 2010;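 active means inhibition of 50% or more; inactive means inhibition below 50%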;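 further: plate controls were induced DMSO wells for no effect and uninduced yeast grown without galactose for full effect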
hIAP activ: human IAP activators, primary screen, biochemical, luminescence, uHTS; Intestinal-type alkaline phosphatase (Homo sapiens), P09923; purified human IAP, CDP-Star luminescence, 30 min; active compounds read high; 1 = vehicle-only enzyme, 0 = enzyme-free background; activation factor at 10 µM; hit rate 0.16% among 330,000;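 active means activation factor of the enzyme at least 2-fold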; further: the source names both 10 and 20 µM as test concentration; values of inactives mirror those of a sister screen read the other way
hIAP block: human IAP inhibitors, primary screen, biochemical, luminescence, uHTS; inhibition, % at 10 µM; purified IAP, CDP-Star luminescence, 30 min; hit rate 0.12% among 330,000; AID 2544, 2010; Intestinal-type alkaline phosphatase (Homo sapiens), P09923;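 active means inhibition reaching a set limit with compound at 10 µM in the primary screen, cut at about 35% in these data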;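 further: plate controls were DMSO wells with enzyme for no effect and no-enzyme buffer wells for full effect; values of inactives mirror those of a sister screen read the other way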
An asterisk follows results filed as active; / = no result given. Some of the compounds tested; the hit share may differ from the screen's.

Fields: APOBEC3G inh | MIN6 prolif | mIAP act | SENP1 FRET inh | mIAP inh | APOBEC3A inh | NALP3 yeast inh | hIAP activ | hIAP block
> O=C(NCCc1ccccc1)C1CCC(=O)N(Cc2cccc(C(F)(F)F)c2)C1 (stereo not given)
  -6 | -2 | 0.99 | -1 | 1 | 6 | 6 | 1.1 | -6
> O=C(OCN1C(=O)c2ccccc2C1=O)c1cccc(OC(F)F)c1
  -16 | -2 | 1 | 3 | 0 | -4 | 28 | 0.8 | 20
> O=C(Nc1cccc(-c2nc3cccnc3s2)c1)c1ccc(Cl)nc1
  0 | 3 | 0.94 | -1 | 6 | 5 | 13 | 1.1 | -7
> C=C(C)Cn1c(CCNC(=O)c2ccco2)nc2ccccc21
  -12 | -2 | 0.95 | 1 | 5 | 2 | 12 | 0.86 | 14
> Cc1ccsc1/C=C1/CN(C)Cc2c1nc1ccccc1c2C(=O)O
  4 | -2 | 0.83 | 1 | 17 | -4 | 3 | 1.1 | -7
> O=C(NC1CCCC1)C(c1ccncc1)N(Cc1cccs1)C(=O)c1csnn1 (stereo not given)
  -1 | -1 | 0.91 | -10 | 9 | -1 | 9 | 0.81 | 19
> N#CCCCSc1ncccc1-c1nc2ccccc2[nH]1
  -4 | -4 | 0.88 | -11 | 12 | -1 | 12 | 0.9 | 10
> Cc1ccc(-n2nc(C)c3c(C)c(CCC(=O)Nc4ccc(CN5CCCC5)cc4)c(C)nc32)cc1
  -4 | -6 | 1.5 | 1 | -45 | -3 | 2 | 1.1 | -14
> COc1cc(C2NC(C(=O)O)Cc3c2[nH]c2ccccc32)cc(OC)c1OC (stereo not given)
  -4 | 1 | 1 | -76 | -4 | 0 | 21 | 1.1 | -5
> COc1ccc(OCCCC(=O)NCCc2ccccc2)cc1
  -3 | 0 | 1 | 1 | -1 | -3 | 21 | 0.94 | 6
> CCCSC1=N/C(=C\c2ccc3c(c2)OCO3)C(=O)S1
  -8 | -4 | 0.81 | -147 | 19 | -3 | 7 | 0.94 | 6
> CSc1ccccc1C(=O)C1CCCN(C(=O)NC(C)C)C1 (stereo not given)
  -5 | 3 | 1 | 1 | -1 | -4 | 8 | 0.94 | 6
> CCN(C(=O)COC(=O)CSc1ccc(C(N)=O)cc1[N+](=O)[O-])C1CCCCC1
  -4 | 0 | 1.1 | -3 | -6 | -4 | -2 | 0.96 | 4
> COc1ccccc1NC(=S)NC1CCCCCCCCCCC1
  -3 | -4 | 2.3* | 0 | -134 | -4 | 15 | 1.6 | -61
> Cn1c(=O)cc(OCC(=O)NCCC2=CCCCC2)c2ccccc21
  -7 | 5 | 1 | 0 | -5 | -2 | -5 | 0.95 | 5
> COc1ccc(OCc2nnc3n2N=C(c2ccc(C)cc2)CS3)cc1
  -9 | 4 | 0.9 | 3 | 10 | -1 | 13 | 0.88 | 12
> Cc1ccc(C(=O)NCC(=O)OCC(=O)NCCc2ccccc2)s1
  -2 | 0 | 0.99 | -4 | 1 | 7 | 1 | 1 | -5
> CCOC(=O)c1cc2occc2n1Cc1ccc(F)cc1
  -2 | 0 | 0.97 | -2 | 3 | 0 | -2 | 0.98 | 2
> O=[N+]([O-])c1ccccc1/C=C/C=N/n1c(-c2ccc(Cl)cc2)n[nH]c1=S
  -3 | -2 | 1 | 3 | -3 | -2 | 31 | 1.2 | -24
> O=C(NC1CCCCC1)c1ccc(COc2ccccc2)o1
  14 | -6 | 0.93 | -2 | 7 | 4 | 35 | 1.1 | -8
> CCOC(=O)CN1C(=O)/C(=C/c2cccc(Br)c2)Oc2ccccc21
  -3 | -1 | 1 | 0 | 0 | -2 | 5 | 0.99 | 1
> COc1ccc2nc(NC(=O)c3ccccc3[N+](=O)[O-])sc2c1
  -4 | -1 | 0.99 | 0 | 1 | -5 | 6 | 1 | -3
> COc1ccc(NC(=O)CSc2nccc(C)n2)cc1
  2 | -3 | 1.1 | 0 | -9 | 7 | 25 | 0.93 | 7
> Cc1cccc(-c2nnc(SCC3CNC(=O)O3)n2-c2ccc(Cl)cc2)c1 (stereo not given)
  -8 | -1 | 0.84 | 2 | 16 | 0 | -8 | 1 | -4
> COc1ccc(-c2ccc(OC(=O)NC3CCS(=O)(=O)C3)cc2)cc1 (stereo not given)
  -6 | -1 | 1 | -1 | 0 | 0 | 30 | 0.97 | 3
> COc1ccc(C(C(C(=O)c2ccco2)N2CCOCC2)N2CCOCC2)cc1 (stereo not given)
  2 | -1 | 1.1 | -2 | -9 | 2 | 8 | 0.99 | 1
> CC(=O)c1cccc(NC(=O)CN(Cc2ccccc2)S(C)(=O)=O)c1
  -1 | -3 | 1 | -1 | -4 | 10 | 17 | 1.1 | -10
> CC(=O)Nc1ccc(S(=O)(=O)NCCC(=O)OC(C)C(=O)c2ccc(C)cc2)cc1 (stereo not given)
  -6 | 1 | 1.1 | 1 | -12 | 4 | 14 | 1 | 0
> COC(=O)c1sc(N)c(C(=O)OC)c1COC(=O)C1CC(=O)N(Cc2ccco2)C1 (stereo not given)
  0 | 1 | 0.92 | -5 | 8 | 13 | 18 | 0.93 | 7
> O=C(c1cccc(F)c1)N1CCN(S(=O)(=O)Cc2ccccc2)CC1
  -4 | -2 | 1.1 | 2 | -8 | 0 | 4 | 1.2 | -19

Single records, as listed above:
`CC(=O)c1cccc(NC(=O)CN(Cc2ccccc2)S(C)(=O)=O)c1` is entered as APOBEC3G inh: -1; MIN6 prolif: -3; mIAP act: 1; SENP1 FRET inh: -1; mIAP inh: -4; APOBEC3A inh: 10; NALP3 yeast inh: 17; hIAP activ: 1.1; hIAP block: -10
`Cc1ccc(-n2nc(C)c3c(C)c(CCC(=O)Nc4ccc(CN5CCCC5)cc4)c(C)nc32)cc1` is entered as APOBEC3G inh: -4; MIN6 prolif: -6; mIAP act: 1.5; SENP1 FRET inh: 1; mIAP inh: -45; APOBEC3A inh: -3; NALP3 yeast inh: 2; hIAP activ: 1.1; hIAP block: -14

Additional compounds:
Fields: APOBEC3G inh | MIN6 prolif | mIAP act | SENP1 FRET inh | mIAP inh | APOBEC3A inh | NALP3 yeast inh | hIAP activ | hIAP block
> CC(C)CCN(C(=O)Cc1ccccc1F)c1c(N)n(Cc2ccccc2)c(=O)[nH]c1=O
  -8 | -1 | 0.94 | -5 | 6 | -1 | 6 | 0.98 | 2
> O=C(C[C@@H]1C/C=C/CC[C@@H](Cc2ccc(F)cc2)C(=O)O[C@H](c2ccccc2)CNC1=O)NCCO
  -8 | 1 | 0.99 | 1 | 1 | -1 | 10 | 0.98 | 2
> COc1ccc(CCN2CC(C(=O)NCCc3cnn(C)c3)CCC2=O)cc1 (stereo not given)
  -9 | -2 | 0.99 | 0 | 1 | -4 | 11 | 1.1 | -12
> CCC1(C)CC(c2nc(-c3ccc(OC)cc3)cs2)CCS1 (stereo not given)
  -5 | -6 | 1 | 1 | -3 | 5 | -39 | 1.1 | -13
> CC(C)(C)C1CCC(OC(=O)CCC(=O)Nc2ccccc2)CC1 (stereo not given)
  -1 | 0 | 1.1 | 0 | -7 | 0 | 12 | 0.81 | 19
> Cc1nc(-c2ccccc2O)n(S(=O)(=O)N(C)C)n1
  3 | 1 | 1.1 | 0 | -6 | 2 | -7 | 0.91 | 9
> CCC(C)[C@H](NC(=O)NC1CC1)C(=O)O (stereo not given in full)
  -6 | 3 | 0.95 | 2 | 5 | 3 | -10 | 0.91 | 9
> C=CCNC(=O)c1ccccc1NC(=O)c1cccc2ccccc12
  -3 | 2 | 0.89 | 1 | 11 | 1 | 16 | 0.88 | 12
> N[C@@H](Cc1ccc(O)cc1)C(=O)Nc1ccc2ccccc2c1
  -10 | 4 | 1 | 3 | -4 | -4 | 6 | 1 | 0
> C#CCOCCOCCOCCNc1nc(N2CCN(C(=O)[C@H](CCCN=C(N)N)n3cc(C(N)[C@H](C)CC)nn3)CC2)nc(N2CCN(C(=O)[C@H](CCCN=C(N)N)n3cc(C(N)[C@@H](C)CC)nn3)CC2)n1 (stereo not given in full)
  -9 | -3 | 1.1 | 1 | -13 | -1 | 8 | 0.92 | 8
> COc1cccc(C2CC(c3ccc(Cl)cc3Cl)n3nc(N)nc3N2)c1 (stereo not given)
  -2 | 2 | 0.83 | -1 | 17 | -4 | 4 | 1 | -3
> CCc1ccc(-c2ccc3nnc(SCC(N)=O)n3n2)cc1
  -1 | -1 | 0.94 | 1 | 6 | -2 | 25 | 0.84 | 16
> Cc1cccc(C)c1N1C(=O)CC(N2CCN(S(=O)(=O)c3ccccc3F)CC2)C1=O (stereo not given)
  -6 | 1 | 0.95 | 2 | 5 | -3 | 17 | 1.1 | -11
> Cc1nc(=S)n(-c2ccccc2)[nH]1
  22 | -1 | 0.93 | 1 | 7 | -8 | 10 | 0.91 | 9
> CCCCCCCNC(=O)C1(CC2CC(c3ccc(Cl)cc3)=NO2)CCN(C(=O)c2cc(OCC)c(OCC)c(OCC)c2)CC1 (stereo not given)
  -2 | -7 | 1.7 | 1 | -67 | 0 | 25 | 1.2 | -16
> O=c1[nH]c(/C=C/c2ccccc2)c([N+](=O)[O-])c(=O)[nH]1
  -2 | 2 | 0.97 | -3 | 3 | 1 | 5 | 0.82 | 18
> NC(=O)c1cc2n(n1)C(C(F)(F)F)CC(c1ccco1)N2 (stereo not given)
  -4 | 1 | 1.1 | -3 | -10 | -2 | 10 | 0.91 | 9
> Cc1cccc(S(=O)(=O)N2CCC(CO)(Cc3ccccc3)CC2)c1
  5 | -2 | 0.96 | -1 | 4 | 2 | 8 | 1 | -3
> Cc1cc(C)n(-c2nnc(C)n2N)n1
  -6 | -2 | 0.91 | 1 | 9 | -5 | 6 | 0.81 | 19
> CCN(CC(=O)NCc1cccs1)C(=O)c1ccc(NS(=O)(=O)c2ccc(C(C)=O)cc2)cc1
  -5 | -2 | 0.92 | 0 | 8 | -1 | 2 | 1.1 | -7
> Cn1c(=O)n(CCc2ccccc2)c(=O)c2c1ncn2Cc1ccccc1
  -4 | 0 | 1.1 | 0 | -7 | 5 | 13 | 1 | -4
> O=C(Nc1nc2ccc([N+](=O)[O-])cc2s1)c1ccco1
  6 | -6 | 0.73 | / | 27 | 8 | 33 | 1.1 | -8
> C[C@H](CO)N1C[C@H](C)[C@H](CN(C)Cc2ccccc2)Oc2c(NC(=O)Nc3ccc(F)cc3)cccc2C1=O
  -2 | -5 | 1.7 | 2 | -70 | 0 | 5 | 0.96 | 4
> COc1ccc(-c2cc(C)no2)cc1S(=O)(=O)N1CCN(c2ccccc2F)CC1
  -4 | -4 | 1 | -3 | -2 | -3 | 9 | 1.2 | -16

Source: PubChem BioAssay
